# Bioassay records deposited in PubChem by National Center for Advancing Translational Sciences (NCATS).
# Tb PYK inh – qHTS of Trypanosoma Brucei Inhibitors | 410,000 compounds, 0.12% hits | pyruvate kinase (Trypanosoma brucei), Q57TT1 | AID 624173, 2012 | TbPYK enzyme, Kinase-Glo Plus ATP luminescence, 45 min | Potency, µM (doses to about 76.8 µM), without a hit: at the top dose activity, negative = inhibition, most hits filed as inhibitors; also: potency is read from the fitted curve at half-maximal effect; % is scaled to controls: 0 for no effect and ±100 for the full control effect; nearly all actives have a fitted effect of over 50% in size
#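 Assay buffer: 50 mM TEA pH 7.2, 100 mM KCl, 10 mM MgCl2, 0.05% BSA, 0.01% Tween-20. Pyruvate kinase from T. brucei plus substrate met compound, then ADP (130 uM final). Luminescence was read post 45 min RT.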
# LmPK inh – qHTS Assay for Inhibitors of Leishmania Mexicana Pyruvate Kinase (LmPK) | AID 1721, 2009 | Potency, µM (series often up to 57.5 µM), inactives show top-dose activity change, negative = inhibition, most hits filed as inhibitors | purified LmPK, Kinase-Glo ATP luminescence, 1 h | Q27686 | 290,000 compounds, 0.37% hits; also: potency is read from the fitted curve at half-maximal effect; % is scaled to controls: 0 for no effect and ±100 for the full control effect
# Target sequence (Q27686 whole entry, looked up): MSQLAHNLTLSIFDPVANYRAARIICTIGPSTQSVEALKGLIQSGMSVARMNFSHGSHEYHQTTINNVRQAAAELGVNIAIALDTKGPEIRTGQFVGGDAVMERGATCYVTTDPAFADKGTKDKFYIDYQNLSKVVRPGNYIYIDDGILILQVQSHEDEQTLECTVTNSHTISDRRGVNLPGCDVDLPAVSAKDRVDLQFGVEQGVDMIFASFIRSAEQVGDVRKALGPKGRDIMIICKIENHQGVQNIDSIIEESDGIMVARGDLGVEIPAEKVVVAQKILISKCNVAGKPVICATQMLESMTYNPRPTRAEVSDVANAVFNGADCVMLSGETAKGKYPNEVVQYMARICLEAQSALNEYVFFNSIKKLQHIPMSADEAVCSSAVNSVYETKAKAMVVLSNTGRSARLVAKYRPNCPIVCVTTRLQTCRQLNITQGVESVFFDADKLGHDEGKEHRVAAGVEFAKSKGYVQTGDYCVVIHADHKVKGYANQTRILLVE
#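 Screened at intermediate enzyme activity to detect both inhibitors and activators: LmPK at 0.1 nM, with a 0.5 nM enzyme column as activation reference. PEP 0.5 mM, ADP 0.1 mM; ATP detected by luminescence after 1 h.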
# HCV inhibitor – qHTS Assay for Inhibitors of Hepatitis C Virus (HCV); Huh7.5.1 HCVcc-Cre infection, luciferase reporter, 44 h; Potency, µM (highest dose often 41.8 µM), inactives show at the highest dose activity change, negative = inhibition, hits mostly inhibitors; 340,000 compounds, 3.4% hits; also: potency is read from the fitted curve at half-maximal effect; % is scaled to controls: 0 for no effect and ±100 for the full control effect
#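 Compounds are dispensed onto cells plated 4 h earlier at 1,000 per well, with HCVcc-Cre virus (about 0.5 moi) added next. Following 44 h of culture, luminescent signal is measured for 15 sec after 15 min with substrate at room temperature.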
# Pf growth 48h – Primary qHTS for delayed death inhibitors of the malarial parasite plastid, 48 hour incubation. P. falciparum luciferase growth in erythrocytes, 48 h. Potency, µM (highest dose often 28.7 µM), for inactives: top-dose activity change, negative = inhibition, hits mostly inhibitors. 310,000 compounds, 5.9% hits; also: potency is read from the fitted curve at half-maximal effect; % is scaled to controls: 0 for no effect and ±100 for the full control effect
#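 Luminescence readout; reporter = integrated firefly luciferase in P. falciparum. RBC culture at 2% hematocrit, 0.1% parasitemia final, 37 C/5% CO2; decreased signal taken as growth inhibition.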
# Shiga inhibitor – A qHTS for Small Molecule Inhibitors of Shiga Toxin; Vero cells, Shiga toxin protein synthesis inhibition reporter; inhibition, % at 38.7 µM; 290,000 compounds, 9.2% hits; AID 2315, 2010; in the data active = inhibition mostly above about 28%, no sharp cut-off; inactive = mostly below about 43%; also: 0% is about no effect
# Pf growth 96h – Primary qHTS for delayed death inhibitors of the malarial parasite plastid, 96 hour incubation. P. falciparum luciferase reporter growth, 96 h. Potency, µM (titrated, usually from 28.7 µM), inactives show at the top dose activity change, negative = inhibition, actives largely listed as inhibitors. 320,000 compounds, 6.9% hits; also: potency is read from the fitted curve at half-maximal effect; % is scaled to controls: 0 for no effect and ±100 for the full control effect
#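 Compounds incubated with erythrocytes infected by luciferase-expressing P. falciparum (2% hematocrit, 0.05% parasitemia final) for 96 hours, 37 C in 5% CO2. Growth inhibition scored as decreased luciferase luminescence.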
# CHX counter – Cycloheximide Counterscreen for Small Molecule Inhibitors of Shiga Toxin | max response, % | cell reporter, cycloheximide protein synthesis inhibition counterscreen | 300,000 compounds, 12% hits; in the data active = max response mostly above about 13%, no sharp cut-off; inactive = mostly below about 14%; also: read at 38.3 µM for the half of the compounds with a filed dose; 0% is about no effect
# Numbers without * were called inactive; ? = inconclusive; / = not tested or not shown; + = active, no number; & = joins results of further samples; [ ] = remark or other dose. Unless noted, calls follow the shape of the dose curve; as a rule, active = well fitted curve in the direction sought with a large enough effect; inconclusive = small, poorly fitted or top-dose-only effect, or another doubt; inactive = no such curve, though single readings can be large; an effect the other way counts as inactive or inconclusive.
SMILES,Tb PYK inh,LmPK inh,HCV inhibitor,Pf growth 48h,Shiga inhibitor,Pf growth 96h,CHX counter
Cc1cccc(NC2SC(=O)NC2=O)c1 (configuration not stated),-4%,7%,-11%,-7%[5.75 µM],15,-21%,0
CCCC(=O)N1CCN(c2nc3ccc(Br)cc3s2)CC1,-2%,-6%,10µM*,22%,46*,-9%,44*
CN(CCc1cn[nH]c1)C(=O)CC1C(=O)NCCN1Cc1ccccc1C(F)(F)F (configuration not stated),-4%,6%,12%,33%,31,?,-3
CN(C)S(=O)(=O)c1ccc(C(=O)Oc2coc(CSc3ncccn3)cc2=O)cc1,3%,-14%[11.5 µM],7%,-7%,-11,3%,-2
COc1ccc(CN2CC(=O)N(c3cccc(Cl)c3)C2=S)cc1OC,-2%,5%,-12%,10µM*,-4,0%,1
Nc1nc(SCc2ccc(Cl)cc2Cl)ns1,1%,5%,18%,36%[activator],18,61%[activator],10
COC(=O)c1[nH]c2cc(C)ccc2c1NC(=O)CN1CCOCC1,2%,0%,13%,11%,-4,-6%,-1
Cc1cc(C)n2c(SCc3cccs3)nnc2n1,-22%,2%,7%&0%,19%,+,/,15*
NCCCNc1ccc([N+](=O)[O-])cc1C(F)(F)F,-2%,-2%,?,20%,16,-25%,-5
COCCSc1ccccc1C(=O)Nc1ccccc1C#N,3%,0%,-23%,10%,-12,-11%,-1
Clc1ccccc1OCCN1CCC(Cc2ccccc2)CC1,45%[activator],-1%,-5%,?,-20,-5%,-6
COc1ccc(N/N=C(C)/C(=N/O)C(=O)Nc2ccccc2)cc1,-6%,?,-9%,54%[activator],74*,80%[activator],29*
COc1ccc(Br)cc1/C=c1\sc2nc(-c3ccco3)nn2c1=O,-14%,9%,41%&1%[activator],26%,-7,?,-3
COc1cccc2c1C(=O)c1ccc3ccccc3c1C2=O,-4%,-1%,?,/,18,129%[activator],13
CCOC(=O)c1cc(=O)c2ccc(OCC(=O)Nc3ccccc3)cc2o1,1%,1%,-11%,5%,-6,13%,-1
Clc1ccccc1-c1nnn(Cc2ccc(-c3nn[nH]n3)cc2)n1,-17%,-2%,2%,11%,-13,?,-2
Cc1cccc(C(=O)NNC(=O)CCn2nnc3ccccc32)c1,1%,-1%,1%,-4%,4,?,-1
COc1ccc(-c2nc(CS(=O)CC(=O)NC3CCCCC3)c(C)o2)cc1 (configuration not stated),5%,-9%,9%,3%,-6,3%,-6
Cc1ccc(OCc2cc(C(=O)NC(C)Cc3cccc(C)n3)no2)cn1 (configuration not stated),3%,-10%,?,-2%,24,43%[activator],-2
Cc1noc(C)c1COC(=O)c1ccccc1NC(=O)Cc1ccccc1,4%,2%,?,?,-7,?,-3
CCOCC(=O)Nc1ccc(Br)c(C)c1,2%,-4%,-12%,37%[activator],76*,6%,32*
CC(N=Cc1c(O)n(C2CC2)c(=S)[nH]c1=O)c1ccccc1 (configuration not stated),-1%,-7%,23%,14%,-5,16%,-2
C1=C(c2ccc(-c3ccccc3)cc2)Nc2ncnn2C1c1ccco1 (configuration not stated),-5%,-6%,20%,7%,92*,19%,31*
CCOC(=O)N1CCC(NC(=O)CCc2c(C)nc3nc(C)nn3c2C)CC1,-6%,-7%,-6%,5%,-6,?,-3
COCCN(C(=O)CNC(=O)c1cccs1)C(C(=O)NC1CCCC1)c1cccs1 (configuration not stated),-4%,0%,11%,-4%,12,0%,8

# An excerpt of these results, with tabs.
canonical_smiles	Tb PYK inh	LmPK inh	HCV inhibitor	Pf growth 48h	Shiga inhibitor	Pf growth 96h	CHX counter
CCOC(=O)c1cc(=O)c2ccc(OCC(=O)Nc3ccccc3)cc2o1	1%	1%	-11%	5%	-6	13%	-1
Clc1ccccc1-c1nnn(Cc2ccc(-c3nn[nH]n3)cc2)n1	-17%	-2%	2%	11%	-13	?	-2

# Additional entries follow:
SMILES,Tb PYK inh,LmPK inh,HCV inhibitor,Pf growth 48h,Shiga inhibitor,Pf growth 96h,CHX counter
O=C(NCCN1C(=O)S/C(=C\c2cccnc2)C1=O)C1CC(=O)N(Cc2ccco2)C1 (configuration not stated),0%,2%,5%,23%,16,4%,7
COc1ccc(CCNC(=O)Cn2nnc3ccccc3c2=O)cc1,-4%,2%,-2%,-15%,-5,?,0
O=C(CSCC(=O)NCc1ccco1)NCc1ccco1,-6%,0%,8%,27%,-17,?,2
FC(F)(F)c1nnc(-c2ccccc2)nc1Sc1ccc(Cl)cc1,-5%,-4%,?,?,-2,-1%,-1
CC(=O)c1cccc(NC(=O)Cn2cnc(S(=O)(=O)N3CCc4ccccc43)c2)c1,-3%,12%,?,-4%,-3,?,-3
NS(=O)(=O)c1cc(C(=O)N2CCNC(=O)C2)ccc1Cl,2%,5%,13%,4%,-9,-3%,9
COCCNC(=O)Cc1ccc(F)cc1,0%,3%,15%,1%,14,-15%,-3
CCOC(=O)N1CCN(c2ccc(C(C)=O)cc2F)CC1C (configuration not stated),-3%,-1%,4%,2%,19,-12%[5.75 µM],7
O=C(c1cn(Cc2ccccc2)nc1-c1cccnc1)N1CCN(Cc2ccccc2)CC1,-7%,/,-10%,?,/,?,/
COc1cccc(-n2cnc(=O)c3cccnc32)c1,4%,-2%,16%,23%,-4,54%[activator],-2
CCn1cnc2c(cnn2-c2ccccc2)c1=O,3%,-4%,-13%,11%,84,84%[activator],27
COc1ccc(NC(=O)c2cccc(S(=O)(=O)N3CCN(c4ccccc4)CC3)c2)c(OC)c1,2%,/,?,10µM*,/,?,/
CN(C(=O)COC(=O)c1ccccc1OCc1ccc(Cl)cc1)c1c(N)n(Cc2ccccc2)c(=O)[nH]c1=O,3%,/,?,?,/,?,/
COc1ccc(CNC(=O)C/C(C)=N/NC(=O)c2ccccc2OC)cc1,0%,7%,15%,1%,29,22%,3
O=C(N/N=C/c1ccc(C(=O)O)cc1)C(=O)N1CCCCCC1,0%,-14%,11%,21%,-23,101%[activator],-2
O=C(OCC(=O)N(c1ccccc1)C1CCCCC1)c1ccc(CO)cc1,3%,/,7%,?,/,-23%,/
C=CCNc1nc(-c2c(C)nc3ncccn23)cs1,-8%,10%,5%,-4%,/,-29%,-1
CNS(=O)(=O)c1ccc(C)cc1,5%,-5%,36%[activator],/,-13,115%[activator],-3
COc1ccc2[nH]c(=O)c(C(c3nnnn3C3CCCCC3)N3CCN(C)CC3)cc2c1 (configuration not stated),4%,5%,1%,-21%,-12,/,-1
O=C(COC(=O)c1cccc(Br)c1)NCCc1ccccc1,1%,2%,20%,2%,10,13%,-4
N#CC1=C(N)NC(SCC(=O)c2ccccc2)=C(C#N)C12CCCC2,-18%,-1%,-9%,-63%,67*,?,40*
O=C(/C=C/c1ccc2c(c1)OCO2)Nc1cccnc1,0%,22µM*,3%,440%[activator],91*,-19%,36*
CCCCCc1cc(=O)oc2c(C(CCN3CCCC(C)C3)c3cc(OC)c(OC)c(OC)c3)c(OC)cc(OC)c12 (configuration not stated),1%,11%,-17%[8.37 µM],2.6µM*,11,0.37µM*,-6
Cc1ccc(C(=O)Nc2ccc(Br)cc2)cc1S(=O)(=O)Nc1ccccn1,1%,2%,-3%,-11%,15,-4%,7
CCOc1ccc(C(NC(=O)CC)c2c(O)ccc3ccccc23)cc1 (configuration not stated),2%,1%,15%,13µM*,-10,?,-1

# For reference, some entries already given.
SMILES,Tb PYK inh,LmPK inh,HCV inhibitor,Pf growth 48h,Shiga inhibitor,Pf growth 96h,CHX counter
O=C(NCCN1C(=O)S/C(=C\c2cccnc2)C1=O)C1CC(=O)N(Cc2ccco2)C1 (configuration not stated),0%,2%,5%,23%,16,4%,7
COc1ccc(CCNC(=O)Cn2nnc3ccccc3c2=O)cc1,-4%,2%,-2%,-15%,-5,?,0
O=C(CSCC(=O)NCc1ccco1)NCc1ccco1,-6%,0%,8%,27%,-17,?,2
FC(F)(F)c1nnc(-c2ccccc2)nc1Sc1ccc(Cl)cc1,-5%,-4%,?,?,-2,-1%,-1

# Additional structures.
SMILES,Tb PYK inh,LmPK inh,HCV inhibitor,Pf growth 48h,Shiga inhibitor,Pf growth 96h,CHX counter
NS(=O)(=O)c1ccc(CCNC(=O)C2Cc3ccccc3CN2C(=O)c2ccco2)cc1 (configuration not stated),-7%,5%,2%,/,-8,-1%,-2
Cc1ccc(-n2c(CSc3nc(C)cc(C)n3)n[nH]c2=S)cc1,7.1µM*,?,-1%,1%,-7,39%[activator],-3
COCCC(=O)N1CCC(Oc2ccc(C(=O)NC3CCOC(C)(C)C3)cc2)CC1 (configuration not stated),3%,-1%,4%,23%,-5,?,-2
COc1ccc([N+](=O)[O-])cc1NC1CCCCC1,-1%,3%,11µM*,?,-10,93%[activator],1
OCC[C@H]1C[C@@H](O)[C@H](O)[C@]2(CCc3ccccc3O2)O1,2%,/,9%,20%,/,-18%,/
Cc1ccccc1C(=O)c1cccn1CC(=O)NCC1CCCO1 (configuration not stated),-5%,-1%,15%,-2%,-23,10µM*,-1
CC(C)[C@H](NC(=O)N1C[C@H]2C[C@@H](C1)c1cccc(=O)n1C2)C(=O)Nc1ccccc1F,0%,-5%,?,-2%,-7,2%,-1
CC1=C(C(=O)OCc2ccccc2)C(c2ccc(C(C)(C)C)cc2)NC(=O)N1CCCCCC(=O)O (configuration not stated),-2%,0%,-2%[8.37 µM],?,4,?,-4
O=C(Nc1ccc(N2CCCC2)cc1)c1cccc(Cl)c1,-23%,-6%,?,92%[activator],52*,-14%,25*
NCCNc1ccc(C(=O)N2c3ccccc3Sc3ccccc32)cc1[N+](=O)[O-],-2%,3%,11µM*,?,-7,81%[activator],-6
COC(=O)CCS(=O)(=O)c1ccc(NC(C)=O)cc1,-2%,-2%,29%,/,7,49%[activator],-1
COc1ccc(NC(=O)CC(NCCc2ccccc2)C(=O)O)c(OC)c1 (configuration not stated),5%,-4%,9%,-11%,32,39%[activator],-6
